Screens deposited in PubChem BioAssay by National Center for Advancing Translational Sciences (NCATS).
JMJD2A Tudor inh: inhibitors of human JMJD2A Tudor domain. O75164. AlphaScreen JMJD2A-Tudor / H3K4me3 peptide binding. Potency, µM (titrated, usually from 114 µM), inactives show top-dose activity change, negative = inhibition, hits mostly inhibitors. 390,000 tested, 4.4% active. AID 504339; further: potency means the concentration at half of the fitted maximal effect; on the % scale 0 is the no-effect control and ±100 the full control effect; nearly all actives have a fitted effect of over 50% in size
Pin1 inh: blocks the human prolyl isomerase Pin1; Pin1 FP peptide displacement, HiFluor488, 10 min; Potency, µM (top dose mostly 115 µM), without a hit: top-dose activity, negative = inhibition, hits mostly inhibitors; 390,000 tested, 0.009% active; AID 504891; active means well fitted inhibition curve with a large enough effect in the polarisation, with a control signal flat, not every such curve was filed as active; inconclusive means small, poorly fitted or top-dose-only effect, or effect the other way, or a change in a side signal; inactive means no such curve, though single readings can be large or run the other way; the % refers to the polarisation; further: potency means the concentration at half of the fitted maximal effect; on the % scale 0 is the no-effect control and ±100 the full control effect
Target sequence (Q13526 whole entry, looked up): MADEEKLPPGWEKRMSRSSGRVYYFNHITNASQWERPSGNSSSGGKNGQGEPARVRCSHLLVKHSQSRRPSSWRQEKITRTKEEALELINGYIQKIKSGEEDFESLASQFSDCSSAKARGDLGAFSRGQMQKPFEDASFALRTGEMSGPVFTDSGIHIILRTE
HP1b chromo inh: blocks HP1-beta chromodomain binding to methylated histone tails. AID 540317. Potency, µM (doses to about 114 µM), for the others: top-dose activity change, negative = inhibition, usual class: inhibitors. AlphaScreen HP1-beta / biotin-H3K9me3 peptide binding. P83916. 390,000 tested, 0.56% active; further: potency means the concentration at half of the fitted maximal effect; nearly all actives have a fitted effect of over 70% in size; inactives centre near 23
Target sequence (P83916 whole entry, looked up): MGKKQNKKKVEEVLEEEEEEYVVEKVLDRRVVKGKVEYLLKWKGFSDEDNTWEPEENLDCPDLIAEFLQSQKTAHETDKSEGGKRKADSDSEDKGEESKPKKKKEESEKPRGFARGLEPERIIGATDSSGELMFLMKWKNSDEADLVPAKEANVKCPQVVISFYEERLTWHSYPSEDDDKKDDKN
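AlphaScreen: HP1-beta (50 nM) preformed 30 min with biotin-H3(1-18)K9me3 peptide (50 nM) in PBS pH 7.4, 0.01% Tween-20. Compound added for 30 min at RT, then streptavidin donor/nickel chelate acceptor beads (10 ug/mL) for 30 min.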
GLS inhibitor: inhibitors of human glutaminase (GLS). O94925. GLS enzymatic activity, qHTS titration. Potency, µM (top dose mostly 45.5 µM), for inactives: at the top dose activity change, negative = inhibition, actives largely listed as inhibitors. 410,000 tested, 0.21% active; further: potency means the concentration at half of the fitted maximal effect; on the % scale 0 is the no-effect control and ±100 the full control effect
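Read-out is an Amplex red fluorescence increase coupled through glutamate oxidase and HRP, measured before and after 30 min room-temperature incubation. hKGA is in 45 mM KH2PO4 (pH 8.2) with 0.02% Tween-20; glutamine added as 1mM solution.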
PI4K2A block: blocks human PI4K2A kinase activity | 420,000 tested, 0.13% active | purified PI4K2A, ADP-Glo luminescence, 1 h; hits give low values | activity change, negative = inhibition, % at 76.9 µM | Q9BTU6; in the data active means activity change below about -50%; inconclusive means mostly about -30% to -49%;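 further: -100% = wells without enzyme as full effect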
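Compounds are screened against recombinant PI4K2A using PI as substrate and ATP, the latter dispensed at 300 microM. Reactions run one hour at ambient temperature before ADP-Glo detection; full inhibition defined by wells lacking enzyme.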
G9a block: blocks human histone lysine methyltransferase G9a | G9a H3K9 monomethylation, AlphaScreen, 2 h | Potency, µM (doses to about 102 µM), for inactives: at the top dose activity, negative = inhibition, hits mostly inhibitors | 350,000 tested, 8.8% active | AID 504332; further: potency means the concentration at half of the fitted maximal effect; on the % scale 0 is the no-effect control and ±100 the full control effect; nearly all actives have a fitted effect of over 75% in size
Target sequence (Q96KQ7 913-1193 limits assumed): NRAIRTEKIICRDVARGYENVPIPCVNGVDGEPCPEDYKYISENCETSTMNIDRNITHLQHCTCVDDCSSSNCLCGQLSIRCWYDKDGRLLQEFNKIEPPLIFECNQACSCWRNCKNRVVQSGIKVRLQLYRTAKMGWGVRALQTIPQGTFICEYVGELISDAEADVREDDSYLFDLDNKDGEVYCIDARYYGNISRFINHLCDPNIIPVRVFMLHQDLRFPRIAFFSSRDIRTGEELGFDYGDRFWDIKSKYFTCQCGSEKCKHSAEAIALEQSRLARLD
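Quantitative HTS format: methyltransferase activity on a biotin-tagged H3K9 peptide is measured by AlphaScreen, using a rabbit anti-monomethyl-H3K9 antibody with streptavidin donor and anti-IgG acceptor beads. Final levels are 20 nM enzyme, 500 nM peptide, 20 uM SAM; 2 h RT.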
BAZ2B inh: inhibitors of human BAZ2B bromodomain. AlphaScreen BAZ2B-H3K14Ac peptide displacement. Potency, µM (titrated, usually from 114 µM), without a hit: top-dose activity change, negative = inhibition, usual class: inhibitors. 360,000 tested, 4.4% active. AID 504333; further: potency means the concentration at half of the fitted maximal effect; on the % scale 0 is the no-effect control and ±100 the full control effect; nearly all actives have a fitted effect of over 60% in size
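Protein-peptide AlphaScreen: BAZ2B 50 nM, b-H3K14Ac 50 nM, 1x PBS pH 7.4 + 0.01% Tween-20. Preincubation 30 min RT; cpd 30 min RT (top 110 uM); beads 20 min RT, light-protected.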
Tb PGK inh: blocks T. brucei phosphoglycerate kinase. P07378. PGK/GAPDH coupled, Kinase-Glo luminescence, 60 min. Potency, µM (top dose mostly 57.5 µM), for inactives: top-dose activity change, negative = inhibition, most hits filed as inhibitors. 380,000 tested, 0.043% active. AID 602233; further: potency means the concentration at half of the fitted maximal effect; on the % scale 0 is the no-effect control and ±100 the full control effect; nearly all actives have a fitted effect of over 60% in size
Target sequence (P07378 whole entry, looked up): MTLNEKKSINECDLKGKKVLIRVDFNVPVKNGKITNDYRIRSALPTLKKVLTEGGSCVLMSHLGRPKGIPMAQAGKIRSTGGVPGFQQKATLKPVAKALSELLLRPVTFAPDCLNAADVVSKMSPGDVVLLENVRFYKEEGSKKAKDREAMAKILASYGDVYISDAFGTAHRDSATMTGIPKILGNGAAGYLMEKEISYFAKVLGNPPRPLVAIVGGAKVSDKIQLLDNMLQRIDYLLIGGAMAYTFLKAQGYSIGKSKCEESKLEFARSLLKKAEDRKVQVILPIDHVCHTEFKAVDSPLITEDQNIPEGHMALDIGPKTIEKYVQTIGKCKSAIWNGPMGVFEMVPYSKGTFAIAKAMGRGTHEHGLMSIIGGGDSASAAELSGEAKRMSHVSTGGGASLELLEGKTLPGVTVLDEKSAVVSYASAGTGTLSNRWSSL
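Recombinant glycosomal PGK reaction used 1,3-bisphosphoglycerate generated in-well by GAPDH (100nM final) in 100mM TEA pH 7.6, 5mM MgCl2, 0.01% Tween-20. After 60 minutes at room temperature, ATP was read by Kinase-Glo Plus luminescence end-point.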
Pol eta inh: blocks human DNA polymerase eta activity; Q9Y253; recombinant Pol eta, fluorescent DNA replication assay; Potency, µM (top dose mostly 114 µM), for the others: top-dose activity change, negative = inhibition, most hits filed as inhibitors; 390,000 tested, 1.2% active; AID 588591; further: potency means the concentration at half of the fitted maximal effect; on the % scale 0 is the no-effect control and ±100 the full control effect
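Pol eta (10 nM) was preincubated with compounds for 15 min at room temperature, after which fluorescent replication substrate (50 nM final) was added to start the reaction. Fluorescence was read kinetically at 0 and 10 min.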
* = called active by the depositor; i = inactive; ? = inconclusive; . = not tested or not shown; [ ] = dose if it differs, or a comment. Unless noted, the call rests on the fitted dose curve; in most records, active means well fitted curve in the direction sought with a large enough effect; inconclusive means small, poorly fitted or top-dose-only effect, or another doubt; inactive means no such curve, though single readings can be large; an effect the other way counts as inactive or inconclusive. An excerpt (hit frequency here may not be typical).

No. | JMJD2A Tudor inh | Pin1 inh | HP1b chromo inh | GLS inhibitor | PI4K2A block | G9a block | BAZ2B inh | Tb PGK inh | Pol eta inh | molecule
1 | 6% | -7% | 25% | -12% | -6 | -22% | -17% | -10% | -23% | COc1ccc(C2=C(c3ccc([N+](=O)[O-])cc3)C(=O)OC2)cc1
2 | -12% | 9% | 30% | -9% | -1 | ? | -17% | -3% | 1% | CCNC(=S)Nc1ccc(Cl)c([N+](=O)[O-])c1
3 | -6% | 4% | 39%[activator] | 1% | 1 | . | -12% | 0% | 0% | Cc1nc(NC(=O)CSc2nc3ccccc3s2)sc1C(=O)N(C)C
4 | -6% | ? | 18% | 8% | 48 | 2% | 7% | -1% | -4% | O=C(/C=C/Nc1ccc(S(=O)(=O)Nc2ncccn2)cc1)c1cccs1
5 | -17% | ? | 14% | 9% | 3 | 40µM* | -2% | 6% | -23% | CCC(CC)c1nnc(NC(=O)c2c(-c3ccccc3)noc2C)s1
6 | 4% | 14% | 33% | -9% | -4 | -24% | -20% | -5% | -19% | CCN(CC)S(=O)(=O)c1ccc2[nH]c(=O)cc(C(=O)Nc3ccc(C)cc3)c2c1
7 | -20% | -4% | 32% | 4% | 4 | -4%[0.501 µM] | -2% | 4% | -13% | O=C(COC(=O)/C=C/c1ccc(C(F)(F)F)cc1)NCC1CCCCC1
8 | -1% | 4% | 10% | 0% | 2 | 0% | 8% | 10% | -6% | O=C(CN1c2cccc3cccc(c23)S1(=O)=O)N1CCOCC1
9 | -17% | 29% | 8% | 3% | 6 | -4%[59 µM] | -6% | -2% | 8% | Cc1ccc(C(=O)Cn2nnc3c(sc4nc5c(c(-c6ccccc6)c43)CCC5)c2=O)cc1
10 | -4% | 2% | 10% | -1% | -4 | 41%[59 µM] | -1% | -6% | -12% | CCOC(=O)CN(C(=O)COc1nc(C)cc(C)c1C#N)c1ccc(F)cc1
11 | 5% | -1% | 34% | 5% | 4 | . | 0% | -5% | -5% | CN(C)/C=C/C(=O)c1ccccc1
12 | -18% | -3% | -3% | 9% | 3 | 2% | -36% | -3% | -10% | Cc1ccc(C(=O)N2CCN(c3ccc(F)cc3)CC2)cc1S(=O)(=O)N1CCCCC1
13 | ? | -4% | -19% | 7% | 2 | 45µM* | -37% | -5% | -4% | COc1ccc(OC)c(NC(=O)c2c(NC(=O)CCC(=O)O)sc3c2CCCCC3)c1
14 | -20% | -5% | 19% | -8% | -4 | -6%[59 µM] | -3% | i | -13% | CCCCCCCC(=O)Nc1ccc(S(=O)(=O)Nc2nccs2)cc1
15 | -1% | -6% | 33% | 1% | 2 | -42% | 8% | 6% | -17% | CCCCN(C(=O)CSCc1c(C)noc1C)c1c(N)n(CCCC)c(=O)[nH]c1=O
16 | 1% | -8% | 24% | -7% | -5 | ? | -4% | -9% | -4% | CCn1cc(C2=NOC(C(=O)Nc3cc(C)nn3-c3ccccc3)C2)c(C)n1 (stereo not given)
17 | 234%[activator] | 11% | 338%[activator] | -3% | 3 | 13%[12.7 µM] | 128%[activator] | -8% | -23% | O=c1sc2ccccc2n1COc1ccc(Cl)cc1
18 | -35% | -6% | 68%[activator] | 9% | -7 | -37% | -34% | -5% | -13% | Cc1ccc2cccc(OCC(=O)Nc3ccc(N4CCOCC4)cc3)c2n1
19 | -6% | -1% | 31% | -13% | 1 | -4% | -12% | i | -6% | CC(=O)c1cc(F)c(N2CCN(C(=O)C(C)(C)C)CC2)cc1C
20 | ? | -5% | -30% | 0% | -1 | ? | -28% | -9% | 1% | Cc1c(C)n(-c2ccc(Cl)cc2)c2ncnc(N)c12
21 | -27% | -1% | 24% | -1% | 1 | 4% | -24% | -9% | -2% | COc1ccc(C2c3[nH]c4ccccc4c3C[C@H]3C(=O)N(CCCO)CC(=O)N23)c(OC)c1 (stereo not given in full)
22 | -12% | -2% | 28% | -8% | 7 | -3% | -20% | -2% | -5% | CSc1ccccc1OCc1cc(C(=O)N(C)Cc2ccncn2)no1
23 | -10% | -3% | 15% | 13% | 0 | 18% | -4% | -4% | 4% | CN(C)c1nnnn1-c1ccccc1Oc1ncc(C(F)(F)F)cc1Cl
24 | -14% | -4% | 16% | 2% | -1 | ? | -28% | 2% | -7% | CCOC(=O)N1CCN(C(=O)CSCc2nc(-c3ccccc3C)oc2C)CC1
25 | 0% | -6% | 29% | -7% | 2 | -3% | 14% | -9% | -19% | COC(=O)[C@H](CCSC)NC(=O)Nc1cc(C)ccc1C
26 | -17% | 1% | 8% | 1% | 3 | . | . | 1% | -4% | CCO[C@H]1OC(C(=O)O)=C[C@@H](c2coc3ccccc3c2=O)[C@@H]1CCCO
27 | -1% | 12% | 54%[activator] | 3% | -2 | 4%[59 µM] | 10% | i | -8% | Cn1c(=O)c2c(nc(CN3CCN(C(c4ccccc4)c4ccccc4)CC3)n2CC(N)=O)n(C)c1=O
28 | -6% | 3% | 12% | 4% | 1 | 16% | -5% | -9% | -9% | COC(=O)Cc1c(O)ccn(C2CC2)c1=O
29 | -26% | 4% | -3% | 12% | 0 | 9% | -1% | 8% | -8% | CCCCNC(=O)CSc1nc(COc2ccccc2)nc2ccccc12
30 | -18% | 2% | 52%[activator] | -20% | -1 | -8%[12.7 µM] | -5%[57.1 µM] | i | -15% | COc1ccc(NC(=O)CSc2nnc(C3CCCCC3)o2)c(OC)c1

Copied from above, 8 compounds:
No. | JMJD2A Tudor inh | Pin1 inh | HP1b chromo inh | GLS inhibitor | PI4K2A block | G9a block | BAZ2B inh | Tb PGK inh | Pol eta inh | molecule
23 | -10% | -3% | 15% | 13% | 0 | 18% | -4% | -4% | 4% | CN(C)c1nnnn1-c1ccccc1Oc1ncc(C(F)(F)F)cc1Cl
24 | -14% | -4% | 16% | 2% | -1 | ? | -28% | 2% | -7% | CCOC(=O)N1CCN(C(=O)CSCc2nc(-c3ccccc3C)oc2C)CC1
25 | 0% | -6% | 29% | -7% | 2 | -3% | 14% | -9% | -19% | COC(=O)[C@H](CCSC)NC(=O)Nc1cc(C)ccc1C
26 | -17% | 1% | 8% | 1% | 3 | . | . | 1% | -4% | CCO[C@H]1OC(C(=O)O)=C[C@@H](c2coc3ccccc3c2=O)[C@@H]1CCCO
27 | -1% | 12% | 54%[activator] | 3% | -2 | 4%[59 µM] | 10% | i | -8% | Cn1c(=O)c2c(nc(CN3CCN(C(c4ccccc4)c4ccccc4)CC3)n2CC(N)=O)n(C)c1=O
28 | -6% | 3% | 12% | 4% | 1 | 16% | -5% | -9% | -9% | COC(=O)Cc1c(O)ccn(C2CC2)c1=O
29 | -26% | 4% | -3% | 12% | 0 | 9% | -1% | 8% | -8% | CCCCNC(=O)CSc1nc(COc2ccccc2)nc2ccccc12
30 | -18% | 2% | 52%[activator] | -20% | -1 | -8%[12.7 µM] | -5%[57.1 µM] | i | -15% | COc1ccc(NC(=O)CSc2nnc(C3CCCCC3)o2)c(OC)c1

The list continues:
No. | JMJD2A Tudor inh | Pin1 inh | HP1b chromo inh | GLS inhibitor | PI4K2A block | G9a block | BAZ2B inh | Tb PGK inh | Pol eta inh | molecule
31 | ? | 1% | 14% | -21% | -4 | 10µM* | ? | . | -20% | COc1ccccc1-n1cc(-c2ccccc2)[nH]c1=S
32 | -7% | -7% | 40% | 31%[activator] | -2 | ? | 3% | -1% | 2% | O=c1[nH]c(/C(=N\O)c2ccccc2)no1
33 | 7.9µM* | 1% | ? | 8% | -2 | 0.5µM* | 16µM* | 2% | -16% | CCn1c2ccccc2c2cc(CN3CCN(Cc4ccc(Cl)cc4)CC3)ccc21
34 | -1% | -5% | 21% | 14% | -3 | 24%[59 µM] | 2% | -2% | 1% | CONc1nc2nonc2nc1NOC
35 | -9% | 0% | 24% | -2% | -1 | ? | -4% | -9% | 6% | CCN(CC)S(=O)(=O)c1cccc(-c2nnc(SC(C)C#N)n2Cc2ccccc2)c1 (stereo not given)
36 | -11% | -10% | 14% | -1% | -3 | -7% | -1% | i | -4% | COc1ccc(NC(=O)C2CCCN(S(C)(=O)=O)C2)cc1OC (stereo not given)
37 | -16% | 10% | 13% | -4% | 4 | ? | -1% | -7% | -6% | CCC1CCCCN1C1Sc2ccc(C(=O)OC)cc2NC1=O (stereo not given)
38 | -25% | 15% | 26% | -6% | -2 | ? | 6% | -10% | ? | CSc1oc(-c2ccco2)nc1S(=O)(=O)c1ccc(F)cc1
39 | -9% | ? | 30% | 13% | -2 | 19%[59 µM] | 2% | 6% | -1% | COC(=O)C(Nc1nccs1)(OC)C(F)(F)F (stereo not given)
40 | -15% | 0% | 12% | -7% | -5 | 8%[59 µM] | -2% | -2% | -1% | O=C(CSc1nc2c(oc3ccccc32)c(=O)n1Cc1ccco1)Nc1ccccc1Cl
41 | -36% | 9% | 8% | 9% | 1 | 0%[0.501 µM] | -39% | 1% | -14% | CCOC(=O)[C@H]1[C@H]2COc3ccc(OC)cc3[C@@H]2N2C(=O)CN(CCc3c[nH]c4ccccc34)C(=O)[C@@]12C
42 | -4%[11.4 µM] | 2% | 28% | 12% | -7 | ? | ? | -3% | ? | COc1ccc(-c2cc(C(=O)Nc3ccc(O)cc3)c3ccccc3n2)cc1OC
43 | -12% | 0% | 23% | 1% | -4 | -27%[59 µM] | -6% | 6% | -9% | CCc1ccc(CN(C(=O)c2nc(SC)ncc2Cl)C2CCS(=O)(=O)C2)cc1 (stereo not given)
44 | -3% | -8% | 28% | 0% | -15 | . | -6% | -17% | 8% | CCOc1ccc(NC(=O)Nc2ccccc2C(N)=O)cc1
